Bioassay records from PubChem.
PHOSPHO1 inh = PubChem AID 1565; Phosphoethanolamine/phosphocholine phosphatase (Homo sapiens), Q8TCT1; recombinant PHOSPHO1, absorbance phosphatase assay; inhibition, % at 13.3 µM; actives 1.1% (n = 290,000); in the data active means inhibition above about 60%
Target sequence (Q8TCT1 whole entry, looked up): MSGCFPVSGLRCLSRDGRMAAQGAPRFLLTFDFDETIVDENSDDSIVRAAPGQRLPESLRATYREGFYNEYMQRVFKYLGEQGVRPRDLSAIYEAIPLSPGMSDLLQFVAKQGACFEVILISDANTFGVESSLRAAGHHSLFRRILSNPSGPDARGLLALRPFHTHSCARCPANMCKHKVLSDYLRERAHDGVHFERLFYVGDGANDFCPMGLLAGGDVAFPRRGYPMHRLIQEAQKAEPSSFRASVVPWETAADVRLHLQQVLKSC
MEKK2mut PB1 HTS = MEK5 binding signal on mutant MEKK2 PB1, primary screen, biochemical, multiplex bead flow cytometry, Alexa488-MEK5. Alexa488-MEK5 binding to MEKK2 mutant. percent response, % at 10 µM. actives 0.35% (n = 290,000); in the data active means percent response above about 24%, passing the limit was not always enough; further: inactives centre near 1; some results filed as inactive read as strong as hits; reference of the scale not given here
GPR7 antag = GPR7 receptor antagonists, primary screen, cell-based, fluorescence, single concentration. Neuropeptides B/W receptor type 1 (Homo sapiens), P48145. GPR7-expressing cells, fluorescence antagonist assay. inhibition, % at 4.4 µM. actives 1.1% (n = 290,000). AID 1861, 2009; in the data active means inhibition above about 16%, passing the limit was not always enough;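 further: cells stimulated with the agonist NPW; 0% = agonist with vehicle and 100% = vehicle without agonist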
Target sequence (P48145 whole entry, looked up): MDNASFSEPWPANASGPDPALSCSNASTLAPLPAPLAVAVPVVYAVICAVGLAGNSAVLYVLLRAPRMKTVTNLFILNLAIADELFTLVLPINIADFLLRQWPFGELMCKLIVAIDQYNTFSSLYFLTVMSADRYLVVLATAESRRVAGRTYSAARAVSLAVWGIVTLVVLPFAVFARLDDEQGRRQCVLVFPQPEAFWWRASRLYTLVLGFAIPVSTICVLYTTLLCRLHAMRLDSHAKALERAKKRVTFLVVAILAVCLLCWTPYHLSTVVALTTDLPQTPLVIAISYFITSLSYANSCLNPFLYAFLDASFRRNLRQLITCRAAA
NALP1 yeast inh = NALP1 inflammasome inhibitors in reconstituted yeast, colorimetric, S. cerevisiae, triplicate retest. inhibition, % at 10 µM. S. cerevisiae NALP1/ASC/caspase-1 growth, X-gal OD620, 72 h. AID 2071, 2009. actives 0.61% (n = 280,000); in the data active means inhibition mostly above about 24%, no sharp cut-off; inactive means mostly below about 32%; further: some compounds called inactive have numbers as strong as hits
GalR3 antag = GalR3 antagonists in HEK293 cells, primary screen, cell-based, fluorescence readout; Galanin receptor type 3 (Homo sapiens), O60755; inhibition, % at 3 µM; actives 0.44% (n = 360,000); HEK293 GalR3-CNG cAMP membrane potential fluorescence; galR3 body fused to GalR1 C-terminus;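 active means inhibition above the screen-wide average plus 3 SD, cut at about 13% in these data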;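 further: forskolin and galanin both at EC90 stimulate the cells; cAMP rise reported by CNG channel membrane potential dye signal; 0% = forskolin plus galanin with DMSO and 100% = forskolin alone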
Target sequence (O60755 1-299 limits assumed): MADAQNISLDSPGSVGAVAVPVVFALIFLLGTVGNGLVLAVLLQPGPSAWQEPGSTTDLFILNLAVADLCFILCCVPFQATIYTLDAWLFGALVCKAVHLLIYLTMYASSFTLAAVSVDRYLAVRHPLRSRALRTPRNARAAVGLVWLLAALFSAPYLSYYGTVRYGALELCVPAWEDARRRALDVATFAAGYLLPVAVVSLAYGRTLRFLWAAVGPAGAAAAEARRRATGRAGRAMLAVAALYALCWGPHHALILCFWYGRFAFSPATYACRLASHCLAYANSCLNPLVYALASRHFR
OXTR ag = human OXTR agonists, primary screen, fluorescence, CHO-OTR cells, Fluo-8 calcium; Fluo-8 calcium fluorescence; normalized: DMSO 0%, oxytocin 100%; activation, % at 3 µM; actives 0.32% (n = 320,000); AID 2435, 2010;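 active means activation above the mean of all tested compounds plus 3 SD, cutoff set per screening run, cut at about 20% in these data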;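 further: peak over basal fluorescence ratio from a 100 s FLIPR kinetic read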
V1R ag counter = agonists of human V1a receptor, primary screen, counter-screen for OXTR agonist project, fluorescence, CHO-V1R cells | activation, % at 3 µM | AID 2797, 2010 | Vasopressin V1a receptor (Homo sapiens), P37288 | Fluo-8 calcium fluorescence, agonist mode; 0% DMSO, 100% 3 nM vasopressin | actives 0.25% (n = 320,000);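 active means activation above the mean activation of all tested compounds plus 3 SD, per screening run, cut at about 20% in these data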;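 further: signal is peak over basal fluorescence ratio across a 100 second FLIPR read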
MEKK2wt PB1 HTS = modulators of MEK5 binding to wildtype MEKK2, primary screen, biochemical, multiplex bead flow cytometry, Alexa488-MEK5; Mitogen-activated protein kinase kinase kinase 2 (Homo sapiens), Q9Y2U5; Alexa488-MEK5 binding to MEKK2 WT; actives lie on both sides; actives 1.1% (n = 290,000); binding response (% of control), % at 10 µM; AID 1531, 2009; in the data active means binding response below about 67% or above about 130%
MEKK3 PB1 HTS = modulators of MEKK3-MEK5 PB1 binding, primary screen, biochemical, wildtype MEKK3, multiplex bead flow cytometry, Alexa488-MEK5; bead-based flow cytometry, Alexa488-MEK5 binding to MEKK3; actives lie on both sides; 0 = blocked by unlabeled MEK5, 100 = vehicle; Mitogen-activated protein kinase kinase kinase 3 (Homo sapiens), Q99759; binding response (% of control), % at 10 µM; actives 1.4% (n = 290,000);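 active means binding response more than 3 SD above or below the average of its plate-row segment, actives on both sides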;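 further: Alexa488 bead fluorescence after subtracting the streptavidin-only scavenger bead signal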
* hit, by the source's call; x = no result given; [ ] = dose if it differs, or a comment.

Below each SMILES – PHOSPHO1 inh, MEKK2mut PB1 HTS, GPR7 antag, NALP1 yeast inh, GalR3 antag, OXTR ag, V1R ag counter, MEKK2wt PB1 HTS, MEKK3 PB1 HTS
> O=C1CC(N(Cc2ccc3c(c2)OCO3)C(=O)Nc2ccc(F)cc2)C(=O)N1c1ccccc1 (configuration not stated)
    28, 4, -1, 7, -5, 3.0, 0.4, 100, 100
> Nc1ncnc(Nc2ccccc2C(F)(F)F)n1
    -16, -2, -6, x, 6, 0.8, 1.0, 97, 93
> O=C(CN1C(=O)C2C3c4ccccc4C(c4ccccc43)C2C1=O)N1CCOCC1 (configuration not stated)
    -21, -6, -7, -2, -2, -0.3, 0.5, 96, 103
> Nc1cc2nc[nH]c2cc1N
    1, -23, 12, -3, -4, x, x, 41*[inhibitor], 31*[inhibitor]
> CC(C)C1Cc2c(C#N)c(N)sc(=S)c2CO1 (configuration not stated)
    89*, -5, 1, -5, -4, 3.0, 3.9, 48*[inhibitor], 85
> C/C=C(\C)CN1CCC(Oc2cc(C(=O)NC3CC3)ccc2OC)CC1
    27, 9, -14, -5, -1, -0.2, -0.1, 112, 104
> COc1ccc(C2C(C#N)=C(N)Oc3cc(C)n(Cc4ccco4)c(=O)c32)cc1 (configuration not stated)
    22, -2, -6, 2, -1, 0.3, 1.2, 94, 103
> CC(C)N1CCc2c(sc(NC(=O)Cc3ccccc3)c2C(N)=O)C1
    -21, 3, 2, 8, x, 0.1, 2.2, 101, 100
> CN(C)[C@@H](CO)c1nnc([C@H](Cc2ccc(O)cc2)NC(=O)C2CCNCC2)o1
    14, 2, -7, -18, -5, 0.3, 5.8, 103, 102
> COc1ccc(C(=O)CCC(=O)Nc2cccnc2)cc1OC
    6, -1, -12, -12, -2, 0.1, 0.9, 95, 98
> CCOc1ccc(CCNC(=O)CCC(=O)N2CCOc3ccc(C)cc32)cc1OCC
    18, -1, 0, 5, x, -1.6, 0.2, 101, 97
> CS(=O)(=O)/C(C#N)=C/c1c(-c2ccccc2)nc2n1CCS2
    27, -2, -15, x, 0, -0.8, -0.1, 95, 97
> CC(C)C(NS(=O)(=O)c1cccc(C(F)(F)F)c1)C(=O)N1CCc2ccccc2C1 (configuration not stated)
    40, -6, 13, 4, -8, -1.6, -0.3, 90, 95
> Cc1ccc2c(C(=O)CN3CCCC3)c(C)[nH]c2c1
    12, -8, 0, 11, 0, 1.6, -0.1, 93, 83
> Cn1c(CNC(=O)CNC(=O)c2cccc(F)c2)cc(=O)n(C)c1=O
    34, -1, -4, 15, 1, -0.7, 0.6, 91, 98
> CCOC(=O)Cn1ccc(NC(=O)COc2ccc(F)cc2)n1
    11, 1, -12, 6, -7, 0.3, -0.3, 103, 105
> CCCCC(=O)N1CCN(c2nc3ccc(F)cc3s2)CC1
    -26, -9, 9, 19, -1, 6.2, 5.5, 95, 97
> C=CCn1c(C)nc2c(sc3nc4c(cc32)COC(C)(C)C4)c1=O
    28, -24, -6, 11, 8, 1.2, 0.5, 82, 80
> Cc1cc(C)c2c(N)c(C(=O)NC3CCCC3)sc2n1
    -32, -7, 14, 8, -9, -2.1, -0.7, 91, 92
> O=C1N=C(N2CCOCC2)S/C1=C\C=C/c1ccccc1
    -10, 0, -9, 2, -5, 0.1, 0.4, 98, 103
> Cn1nc(C(F)(F)F)c(-c2cccc(C(F)(F)F)c2)c1NC(=O)CSCC(=O)O
    -6, -6, -7, x, 3, -0.3, -0.6, 96, 89
> CN(CC(=O)NC(=O)NCc1ccccc1)Cc1ccc(Cl)c(Cl)c1
    2, -4, -12, 41, -8, 1.6, -0.6, 93, 89
> CCCCOc1ccccc1C1NC(=O)NC(C)=C1C(=O)OCc1ccco1 (configuration not stated)
    -2, 0, -5, x, -11, -2.2, -1.3, 96, 100
> COc1ccc(-n2c(C)c(C)c3c(NCCO)ncnc32)cc1
    45, 1, -6, 30, x, x, x, 104, 100
> Cc1ccnc(Nc2nc(-c3ccc(O)cc3O)cs2)c1
    x, 3, -4, -22, -11, -1.3, 0.3, 110, 107
> CN1CCN(C(=O)c2ccc3c(c2)N(C)C(=O)/C(=C/c2cccc(Cl)c2)S3)CC1
    28, 17, 5, 19, -1, 7.3, 2.2, 137*, 104
> CCC(Oc1ccccc1)C(=O)NCCOC (configuration not stated)
    -4, -2, 9, 20, 5, -0.6, 1.1, 92, 97
> CC1(C)Cc2cccc(OCC(=O)NCc3ccccc3)c2O1
    42, 1, -9, -6, 0, -0.9, 1.4, 99, 100
> CCCc1nc(SCC(=O)NNC(=O)C2CCCCC2)c2ccccc2n1
    38, 2, -4, 25, -6, -0.9, 0.1, 100, 99
> O=C(Nc1ccccc1Oc1ccccc1)C1CC1
    -5, 4, -9, -2, -6, -1.9, -1.1, 102, 98
> COc1ccccc1CNC(=O)COC(=O)c1cc([N+](=O)[O-])ccc1N1CCOCC1
    5, 9, -9, 5, 0, 0.9, -1.2, 110, 102
> O=C(O)C1=C[C@@H](C2CCCCC2)C[C@@H](OCCCCO)O1
    0, 3, 1, 10, -8, 0.3, 0.2, 100, 100
> N#CCCN1CCN(S(=O)(=O)c2ccc(S(=O)(=O)NCc3ccccc3)cc2)CC1
    30, 0, 0, 33, -1, 0.8, 1.0, 94, 94
> CCCSC1=N/C(=C/c2ccsc2)C(=O)N1c1ccccc1
    6, -4, 7, 20, -7, -1.4, 0.6, 98, 99
> CCCOc1cccc(C(=O)Nc2ccc3c(c2)OCCO3)c1
    19, 15, -25, 17, -9, -1.8, -1.4, 113, 111
> Cn1c(N)c(C(=O)COc2ccc(C#N)cc2)c(=O)n(C)c1=O
    12, -1, -5, -5, -2, -0.1, -1.0, 99, 101
> COc1cc(-c2nc3ccccc3c(=O)n2N)cc(OC)c1OC
    -12, -2, -10, 20, -4, -0.4, 0.1, 92, 94
> O=C(CSc1cccc[n+]1[O-])Nc1c(Br)cc([N+](=O)[O-])cc1Br
    13, -2, -2, 10, 0, -0.1, 0.8, 96, 94
> CCCONC(=O)Nc1ccccc1[N+](=O)[O-]
    -23, 6, 7, 36, 3, -0.6, -0.3, 113, 103
> Cc1ccc(-c2nnc(N3CCN(C(=O)COc4cccc(C)c4)CC3)c3ccccc23)cc1
    20, 18, -18, 4, -1, -2.4, -0.1, 102, 110
> CSc1ncccc1C(=O)Nc1ccc(S(=O)(=O)NC2=NCCCCC2)cc1
    32, -1, -12, 17, -5, 1.4, 0.5, 91, 91
> O=C(CN(Cc1ccc(F)cc1)C(=O)CCC(=O)Nc1nccs1)NCc1ccc(F)cc1
    36, 5, 2, 4, -9, -0.1, 0.1, 105, 103
> CCc1ccc(C(=O)COC(=O)[C@@H](NC(N)=O)[C@@H](C)CC)cc1
    15, 4, -11, 0, -4, -0.8, -1.2, 106, 102
> CS(=O)(=O)NCCNc1ccc(C(F)(F)F)cc1[N+](=O)[O-]
    28, 2, -14, -6, -3, 2.1, 2.5, 100, 103
> O=C(COc1cccc(-n2cnnn2)c1)Nc1ccc([N+](=O)[O-])cc1
    22, 0, 16, 0, -5, 1.1, 2.9, 98, 98

Reformatted field by field: 4 of the compounds above.
> COc1ccc(-n2c(C)c(C)c3c(NCCO)ncnc32)cc1
  PHOSPHO1 inh: 45	MEKK2mut PB1 HTS: 1	GPR7 antag: -6	NALP1 yeast inh: 30	GalR3 antag: x	OXTR ag: x	V1R ag counter: x	MEKK2wt PB1 HTS: 104	MEKK3 PB1 HTS: 100

> Cc1ccnc(Nc2nc(-c3ccc(O)cc3O)cs2)c1
  PHOSPHO1 inh: x	MEKK2mut PB1 HTS: 3	GPR7 antag: -4	NALP1 yeast inh: -22	GalR3 antag: -11	OXTR ag: -1.3	V1R ag counter: 0.3	MEKK2wt PB1 HTS: 110	MEKK3 PB1 HTS: 107

> CN1CCN(C(=O)c2ccc3c(c2)N(C)C(=O)/C(=C/c2cccc(Cl)c2)S3)CC1
  PHOSPHO1 inh: 28	MEKK2mut PB1 HTS: 17	GPR7 antag: 5	NALP1 yeast inh: 19	GalR3 antag: -1	OXTR ag: 7.3	V1R ag counter: 2.2	MEKK2wt PB1 HTS: 137*	MEKK3 PB1 HTS: 104

> CCC(Oc1ccccc1)C(=O)NCCOC (configuration not stated)
  PHOSPHO1 inh: -4	MEKK2mut PB1 HTS: -2	GPR7 antag: 9	NALP1 yeast inh: 20	GalR3 antag: 5	OXTR ag: -0.6	V1R ag counter: 1.1	MEKK2wt PB1 HTS: 92	MEKK3 PB1 HTS: 97

(listing goes on)
Below each SMILES – PHOSPHO1 inh, MEKK2mut PB1 HTS, GPR7 antag, NALP1 yeast inh, GalR3 antag, OXTR ag, V1R ag counter, MEKK2wt PB1 HTS, MEKK3 PB1 HTS
> CCNC(=O)NC(=O)C(C)OC(=O)c1cc(S(=O)(=O)N2CCCCCC2)ccc1OC (configuration not stated)
    12, 5, -13, 18, -4, 1.5, 5.0, 107, 107
> CCN=C1S/C(=C\c2cn(C(C)=O)nc2-c2ccccc2)C(=O)N1CC
    2, 1, -17, 21, -4, -1.1, 4.7, 94, 100
> CCOC(=O)CNC(=O)N1CCCC(CNS(=O)(=O)Cc2ccccc2)C1 (configuration not stated)
    51, -2, -3, -5, -3, -0.7, 0.5, 94, 101
> Cc1nn(CCc2nc(-c3ccco3)cs2)c2[nH]c(=O)cc(C(F)(F)F)c12
    77*, -2, 0, 5, -3, -0.8, -0.8, 97, 97
> Cc1sc(NC(=O)CSc2nnc(N)s2)c(C#N)c1C
    36, -8, -1, 16, -10, 0.2, -0.5, 92, 94
